Bioassay records from PubChem BioAssay.
GAA glycogen mod = GAA glycogen-cleavage inhibition or activation; P10253; recombinant GAA, glycogen substrate, Amplex Red glucose oxidase fluorescence; Potency, µM (doses to about 76.4 µM), without a hit: top-dose activity change, negative = inhibition, actives largely listed as inhibitors; actives 0.38% (n = 300,000); AID 2100;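 also: 0% = full enzyme reaction and -100% = no-enzyme basal signal; the screen sought inhibitors and activators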
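Natural-substrate format: glycogen cleavage by 4 nM human enzyme, glucose read by Amplex Red coupling (Ex 573, Em 610 nm). Normalized to enzyme and no-enzyme controls.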
GoLoco inh red = RGS12 GoLoco-Gai1 interaction inhibition; Gai1:RGS12 GoLoco peptide FP, rhodamine, 10 min; actives 0.44% (n = 230,000); Potency, µM (titrated, usually from 61.6 µM), without a hit: at the top dose activity, negative = inhibition, hits mostly inhibitors; P63096; active = well fitted inhibition curve with a large enough effect, not every such curve was filed as active; inactive = no such curve, though single readings can be large or run the other way; also: % is scaled to controls: 0 for no effect and ±100 for the full control effect; nearly all actives have a fitted effect of over 30% in size; many of its hits are not listed in these tables
Target sequence (P63096 whole entry, looked up): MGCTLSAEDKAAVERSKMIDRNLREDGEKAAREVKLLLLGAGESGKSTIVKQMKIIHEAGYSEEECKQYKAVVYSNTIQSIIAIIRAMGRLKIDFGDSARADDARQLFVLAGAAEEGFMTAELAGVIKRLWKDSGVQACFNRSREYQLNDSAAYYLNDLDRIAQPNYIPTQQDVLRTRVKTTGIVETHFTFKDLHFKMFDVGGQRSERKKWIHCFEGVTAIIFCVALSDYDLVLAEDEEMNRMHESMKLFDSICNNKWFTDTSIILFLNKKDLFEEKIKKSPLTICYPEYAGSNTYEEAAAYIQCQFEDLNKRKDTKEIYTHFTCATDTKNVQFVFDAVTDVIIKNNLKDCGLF
ALDH1A1 block = ALDH1A1 (human) enzyme inhibition. Potency, µM (top dose mostly 75.3 µM), for the others: top-dose activity, negative = inhibition, hits mostly inhibitors. actives 7.3% (n = 220,000). Purified ALDH1A1, NADH fluorescence, propionaldehyde substrate; active = well fitted inhibition curve with a large enough effect, not every such curve was filed as active; inconclusive = small, poorly fitted or top-dose-only effect, or another doubt; inactive = no such curve, though single readings can be large or run the other way;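 also: plate controls were no enzyme wells and a reference inhibitor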
GAA inh = inhibitors of human lysosomal alpha-glucosidase; purified human GAA, 4-MU-alpha-glucoside fluorescence; Potency, µM (doses to about 76.9 µM), for the others: top-dose activity change, negative = inhibition, usual class: inhibitors; actives 0.005% (n = 200,000); AID 1466;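 also: plate controls were uninhibited enzyme wells for no effect and no-enzyme background for full effect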
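Compounds are titrated up to 77 uM against 4 nM human enzyme. Substrate 4-methylumbelliferyl-alpha-D-pyranoside (400 uM) reacts 20 min at room temperature in pH 5.0 buffer; liberated 4-methylumbelliferone is read at 440 nm.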
GLA spleen mod = inhibitors or activators of human alpha-galactosidase in spleen homogenate. human spleen homogenate, 4MU-alpha-Gal fluorescence, 40 min. Potency, µM (series often up to 80 µM), for inactives: at the highest dose activity change, negative = inhibition, most hits filed as inhibitors. actives 0.008% (n = 240,000);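 also: 0% = enzyme with vehicle and -100% = no enzyme basal signal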
Target sequence (P06280 32-429 limits assumed): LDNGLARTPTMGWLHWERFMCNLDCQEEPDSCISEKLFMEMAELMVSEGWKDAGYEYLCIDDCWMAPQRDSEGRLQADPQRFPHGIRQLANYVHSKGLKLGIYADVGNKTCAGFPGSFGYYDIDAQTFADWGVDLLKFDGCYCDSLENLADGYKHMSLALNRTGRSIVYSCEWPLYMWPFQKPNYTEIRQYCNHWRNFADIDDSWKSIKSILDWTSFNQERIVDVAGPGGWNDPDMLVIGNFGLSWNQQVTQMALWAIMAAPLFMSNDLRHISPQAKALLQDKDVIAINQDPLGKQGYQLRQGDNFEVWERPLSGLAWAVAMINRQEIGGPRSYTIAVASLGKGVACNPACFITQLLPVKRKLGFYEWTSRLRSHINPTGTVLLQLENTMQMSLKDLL
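Human spleen homogenate (1 ug) as enzyme source, 4-methylumbelliferyl-alpha-D-galactopyranoside 1 mM final, citrate/phosphate pH 5.0 with 0.01% Tween-20. Compounds 40 min at 37C, NaOH/glycine stop; fluorescence Ex 365/Em 440, Hill-fit AC50.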
aGlu spleen mod = inhibitors or activators of human alpha-glucosidase in spleen homogenate | P10253 | human spleen homogenate, 4-MU-alpha-glucoside fluorescence | Potency, µM (doses to about 79.9 µM), inactives show at the top dose activity change, negative = inhibition, usual class: inhibitors | actives 0.006% (n = 240,000) | AID 2112;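 also: 0% = enzyme with vehicle and -100% = no enzyme basal signal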
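Enzyme source: human spleen homogenate, 1 ug/well. Buffer 50 mM citric acid/K phosphate pH 5.0, 0.01% Tween-20. 4-MU-alpha-glucoside 1 mM; 37 C x 40 min; NaOH/glycine stop; fluorescence.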
SMN2 splice up = enhancers of SMN2 splice variant expression; HEK293 SMN2-luciferase splicing reporter, luminescence, 30-36 h; actives 2.8% (n = 210,000); Potency, µM (highest dose often 46.1 µM), without a hit: top-dose activity change, positive = activation, most hits filed as activators; also: % of control where 0% means no effect; nearly all actives have a fitted effect of over 55% in size
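qHTS luciferase splicing reporter: luminescence rises when SMN2 exon 7 is included in transfected HEK293 cells. Compound exposure lasted 30-36 h at 37C, with 4.5 mM final sodium butyrate as control, followed by a ONE-Glo read.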
JMJD2E inh = blocks human JMJD2E demethylase activity; JMJD2E catalytic domain, FDH-coupled NADH fluorescence (FDH is formaldehyde dehydrogenase); Potency, µM (highest dose often 57.1 µM), inactives show top-dose activity change, negative = inhibition, hits mostly inhibitors; actives 1.6% (n = 230,000); AID 2147; active = well fitted inhibition curve with a large enough effect, not every such curve was filed as active; inconclusive = small, poorly fitted or top-dose-only effect, or another doubt; inactive = no such curve, though single readings can be large or run the other way;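 also: 0% = wells with enzyme and -100% = buffer wells without enzyme; nearly all actives have a fitted effect of over 50% in size; many of its hits are not listed in these tables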
Target sequence (B2RXH2 1-337 limits assumed): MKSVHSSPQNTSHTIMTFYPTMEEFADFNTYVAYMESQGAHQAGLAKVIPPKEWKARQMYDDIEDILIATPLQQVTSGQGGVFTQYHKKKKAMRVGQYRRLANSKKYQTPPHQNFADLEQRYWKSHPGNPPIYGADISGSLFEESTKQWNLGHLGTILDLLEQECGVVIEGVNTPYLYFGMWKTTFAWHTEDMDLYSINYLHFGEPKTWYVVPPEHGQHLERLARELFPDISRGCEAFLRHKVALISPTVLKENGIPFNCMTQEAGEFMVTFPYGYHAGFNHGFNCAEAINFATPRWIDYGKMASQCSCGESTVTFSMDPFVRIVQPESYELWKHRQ
* hit, by the source's call; ? = inconclusive; · = no result given; & = joins results of further samples; ! = not confirmed by another sample; [ ] = another dose, or the depositor's remark. Unless noted, calls follow the shape of the dose curve; as a rule, active = well fitted curve in the direction sought with a large enough effect; inconclusive = small, poorly fitted or top-dose-only effect, or another doubt; inactive = no such curve, though single readings can be large; an effect the other way counts as inactive or inconclusive. Potency is read from the fitted curve at half-maximal effect. These rows are one share of the data, so the mix of outcomes need not match the whole.

SMILES | GAA glycogen mod | GoLoco inh red | ALDH1A1 block | GAA inh | GLA spleen mod | aGlu spleen mod | SMN2 splice up | JMJD2E inh
Cc1ccc(S(=O)(=O)n2cc(C=O)c3ccccc32)cc1 | -6.4% | 6.3% | · | · | -1.6% | -14.5% | · | -6.2%
CC(=O)c1cccc(NC(=O)c2cc3ccccn3n2)c1 | 15.7% | 0.7% | -1.2% | -0.1% | 9.5% | 6.7% | 24.1% | -2.1%
O=C(Nc1ccc(Cl)cc1)[C@@H]1[C@@H]2C(=O)N(c3cccc(F)c3)C(=O)[C@@H]2[C@H]2C=CC=NN21 | -5.5% | 19.6% | · | · | 0.8% | -0.3% | · | -10.2%
O=C(CN1CCNC(=O)C1)NCCc1ccc(Cl)cc1Cl | -3.8% | -7.5% | 1.9% | -0.8% | -1.0% | · | -2.0% | 9.1%
COCCn1c(=NC(=O)CSCC(=O)Nc2cc(C)on2)sc2cc(C(=O)OC)ccc21 | 2.3% | 1.3% | ? | -8.6% | -3.2% | 7.9% | -30.4%[inhibitor] | ?
COc1cc(NC(=O)c2ccc(OC)c([N+](=O)[O-])c2)ccc1NC(=O)c1ccco1 | 2.3% | 7.2% | · | · | -4.8% | -0.3% | · | 0.7%
Nn1c(-c2ccc(O)cc2)nnc1-c1ccc(O)cc1 | 4.9% | 0.4% | · | · | -4.0% | 7.1% | · | 1.7%
O=C(NCC1CCN(S(=O)(=O)c2ccccc2)CC1)Nc1ccccc1 | 3.1% | -7.6% | 28.2µM* | 0.6% | 3.1% | 6.7% | · | -1.1%
Cc1nc(N)[nH]c(=O)c1CCC(=O)OCC(C)C | -13.9% | 7.3% | -8.3% | 2.8% | -0.1% | 1.8% | 2.6% | -6.6%
COc1ccccc1-[n+]1c(C)cc(/C=C2\Sc3ccccc3N2C)cc1C | 1.1% | 25.9% | · | · | -9.6% | -5.3% | · | ?
Cc1cccc(N2CCN(C(=O)N3CCOCC3)CC2)c1C | -12.9% | 10.8% | 0.7% | 14.4% | -1.2% | -0.2% | · | -2.7%
CCCC(=O)C1=C(O)C(C(=O)OC)C(C)(C)CC1=Nc1ccncc1 (configuration not stated) | 8.9% | 2.0% | -1.4% | -1.5% | -1.7% | -2.0% | -0.8% | 2.0%
O=C(NCc1ccc(C(F)(F)F)cc1)C1CC(c2c(Cl)cccc2Cl)=NO1 (configuration not stated) | -2.2% | 8.1% | -0.8% | -12.8% | 2.9% | -1.6% | -14.4% | -1.7%
CC(C(=O)Nc1ccccc1C(=O)N1CCOCC1)N(c1ccccc1)S(C)(=O)=O (configuration not stated) | 8.7% | -11.6% | 9.2% | -2.9% | 0.7% | -2.5% | -15.0% | -0.5%
Cc1nc2ccc(NC(=O)c3ccc(Cl)c([N+](=O)[O-])c3)cc2s1 | -8.0% | 5.3% | 5.1% | 1.3% | -1.2% | -10.4% | 6.6% | 5.9%
S=c1[nH]nc(-c2ccco2)n1/N=C/c1ccc(Cl)cc1Cl | -13.1% | -3.6% | ? | -1.4% | 10.1% | 1.5% | -17.7% | -3.3%
CCCN1Cc2cccc(C(N)=O)c2C1=O | -1.2% | 6.3% | 1.6% | 3.5% | 7.2% | -1.9% | -25.4% | 2.4%
O=C(NCc1ccccn1)c1cn(CCc2ccccc2)nn1 | -4.2% | 0.7% | 5.8% | 2.5% | 6.0% | 6.6% | -8.8% | 8.0%
O=C(/C=C/c1cn(CC(O)CN2CCCCC2)c2ccccc12)c1ccccc1 (configuration not stated) | 2.6% | 1.7% | · | · | 7.3% | 3.8% | · | 7.0%
COc1ccccc1C(=O)NNC(=O)c1cccc(Cl)c1 | -2.6% | 18.3% | -7.0% | 3.4% | 9.2% | 2.3% | · | -13.5%
CSc1nc2sc3c(c2c(=O)[nH]1)CCc1ccccc1-3 | 9.4% | -8.4% | 11.5% | 1.2% | -2.0% | -2.3% | 2.5% | -3.0%
CN1C(=O)CSC1=NC12CC3CC(CC(C3)C1)C2 | 6.4% | -8.2% | ? | 0.7% | -7.3% | -7.6% | 11.6% | -6.1%
Cc1cc(C)nc(SCCC(=O)Nc2ccc(F)cc2)n1 | 1.6% | 1.8% | -4.9% | 3.0% | 4.9% | 6.0% | -8.9% | 3.3%
NC(=O)C1CCN(c2nc(-c3ccccc3)nc3c2oc2ccccc23)CC1 | 2.4% | 1.9% | -2.7% | -14.9% | -2.1% | -1.7% | -2.8% | 6.7%
Cn1c(SC/C=C/c2ccccc2)nnc1-c1cnccn1 | 5.4% | 3.9% | -15.2% | -4.7% | 4.0% | 4.4% | -16.1% | 3.4%

Later entries.
SMILES | GAA glycogen mod | GoLoco inh red | ALDH1A1 block | GAA inh | GLA spleen mod | aGlu spleen mod | SMN2 splice up | JMJD2E inh
Cn1cc([N+](=O)[O-])c(C(=O)N/N=C/c2ccccc2)n1 | 4.3% | -12.6% | -2.5% | 0.4% | 1.8% | -2.8% | 4.5% | 3.9%
O=C(CCn1c(=O)c2sccc2n(Cc2cc(=O)n3ccccc3n2)c1=O)NCc1ccco1 | 3.1% | · | ? | 1.5% | 13.2% | 9.8% | · | 0.2%
O=C(O)c1ccc(OCC(O)Cn2c3ccccc3c3ccccc32)cc1 (configuration not stated) | 2.7% | 3.8% | · | · | -5.0% | -0.3% | · | -9.9%
C=CCNC(=S)NCC1COc2ccccc2O1 (configuration not stated) | 1.9% | -10.0% | 10.2% | -4.0% | 18.7% | -5.1% | 5.0% | 7.1%
COC(CNc1ccc([N+](=O)[O-])c(NCC(OC)OC)c1C#N)OC | -12.4% | -0.5% | · | · | 4.9% | -5.8% | · | -0.9%
O=C(CSc1ncccn1)N1CCC(Cc2ccccc2)CC1 | -18.9% | -0.9% | -5.9% | 0.2% | 4.7% | 8.4% | -0.6% | 6.3%
CCCOc1ccc(C(=O)NCC(C)(C)N2CCOCC2)cc1 | 1.4% | 6.5% | 16.6% | -8.5% | 6.0% | -14.7% | -5.9% | 12.1%
CC1=C(C(=O)OCc2ccc3c(c2)OCO3)C(c2ccccc2)NC(=O)N1 (configuration not stated) | 0.8% | 1.2% | ? | 5.8% | -13.4% | 2.2% | -60.1%[inhibitor] | 3.7%
COC(=O)c1c(NC(=O)CN2CCN(c3ccccc3OC)CC2)c2c(C)cccc2n1C | -0.8% | -8.9% | 1.8% | -3.3% | -2.9% | -3.5% | -5.1% | 4.5%
COc1ccc(CCNC(=S)Nc2cccc(C)c2)cc1 | -3.8% | 13.8% | -12.7% | -9.0% | 0.6% | -6.0% | 5.3% | -1.3%
CCOC(=O)N1CCC(N2Cc3cccc(C(=O)Nc4ccc(OC)c(OC)c4)c3C2=O)CC1 | -9.2% | 5.0% | 9.0% | -1.0%[15.4 µM] | -12.8% | -9.7% | -0.7% | 1.2%
C=CCn1c(=O)c(C(=O)NCCNCC)c(O)c2ccccc21 | -17.7% | · | -3.4% | 0.9% | 8.4% | 0.0% | · | ?
COc1ccc2cc(CCC(C)=O)ccc2c1 | 1.9% | 17.0% | -1.1% | -1.5%[15.4 µM] | -12.0% | -1.9% | 12.6µM* | ?
CCC(C)[C@H](NC(=O)N1CCCC1)C(=O)O (some centres not stated) | -16.2% | -3.3% | 7.2% | 1.0% | 4.8% | 1.3% | 10.3% | -3.6%
CCC(=O)N1c2ccccc2[C@@H](N(C(C)=O)c2ccccc2)C[C@H]1C | 3.8% | -5.7% | -2.1% | 5.5% | 3.2% | 5.2% | 7.94µM* | 2.0%
CC(=O)Nc1ccc2c(CSc3nnc(-c4cccnc4)n3-c3ccc(C)cc3C)cc(=O)oc2c1 | -2.7% | 71.3%[activator] | ? | -3.6% | 3.7% | 5.5% | 15.1% | 1.9%
COCCNc1c(-c2ccc(O)cc2)nc2ccc(Cl)cn12 | 10µM* | -3.9% | 5.4% | 1.0% | 2.1% | -13.3% | 16.2% | ?
CCCCOc1ccc(-c2ncc([N+](=O)[O-])cn2)cc1 | -10.9% | 0.3% | · | · | 9.5% | -2.0% | · | 1.6%
COc1ccc(N2CCN(C(=O)Cn3c(=O)[nH]c4ccccc4c3=O)CC2)cc1 | 5.8% | 5.8% | 2.0% | 2.6% | 3.3% | -13.5% | ? | 7.1%
COc1ccccc1-n1nnnc1SCC(=O)Nc1ccccn1 | -6.2% | -12.3% | 0.631µM* | -12.4% | -3.9% | -2.3% | -6.2% | -5.2%
CC(=O)Nc1ccc(Nc2ccc3nonc3c2[N+](=O)[O-])cc1 | 2.1% | 4.0% | 22.4µM* | -6.5% | 2.6% | -3.6% | 1.1% | 0.1%
Cc1cccc(N2CCN(C(c3cccs3)c3nnnn3C(C)(C)C)CC2)c1C (configuration not stated) | -4.9% | 11.4% | -2.8% | ? | 3.0% | 0.4% | -21.5% | 1.9%
CCC(C)NC(=O)COc1ccc(S(=O)(=O)N2CCOCC2)cc1 (configuration not stated) | 3.2% | 2.3% | 5.01µM* | -1.4% | -1.0% | -3.0% | -0.3% | 0.9%
CCCN(C/C=C/I)C1CCc2cccc(O)c2C1 (configuration not stated) | · | 3.2% | -4.2% | · | -4.1% | -8.9% | -15.8% | ·
O=C(/C=C/c1ccccc1)N/C(=C/c1ccccc1)C(=O)Nc1cccc(C(=O)O)c1 | 4.2% | -4.2% | -10.2% | 3.6% | -5.8% | -2.6% | -9.4% | -4.3%
O=C(CCc1ccc(O)cc1)c1c(O)cc(O)cc1O | 31.4µM* | 10.6%&17.5%&6.5%&23.9% | -13.2% | · | -1.1%&3.4%&-1.4%&1.6% | -0.1%&10.4%&-7.8%&2.3% | -10.9%&-10.9% | 31.6µM*!

3 compounds from above, arranged by count of non-hydrogen atoms, descending:
SMILES | GAA glycogen mod | GoLoco inh red | ALDH1A1 block | GAA inh | GLA spleen mod | aGlu spleen mod | SMN2 splice up | JMJD2E inh
COC(=O)c1c(NC(=O)CN2CCN(c3ccccc3OC)CC2)c2c(C)cccc2n1C | -0.8% | -8.9% | 1.8% | -3.3% | -2.9% | -3.5% | -5.1% | 4.5%
COc1ccc(N2CCN(C(=O)Cn3c(=O)[nH]c4ccccc4c3=O)CC2)cc1 | 5.8% | 5.8% | 2.0% | 2.6% | 3.3% | -13.5% | ? | 7.1%
CCCOc1ccc(C(=O)NCC(C)(C)N2CCOCC2)cc1 | 1.4% | 6.5% | 16.6% | -8.5% | 6.0% | -14.7% | -5.9% | 12.1%
